S3 lipid droplet = qHTS Assay for Lipid Storage Modulators in Drosophila S3 Cells | Potency in µM for hits, for the others lipid storage change, negative = inhibition, % at the top dose, mostly 46.1 µM | Drosophila S3 cells, BODIPY lipid droplet fluorescence, 18-24 h; cells fed with added oleic acid | hit rate 0.64% among 320,000; active = well fitted inhibition curve with a large enough effect in the signal ratio, with a control signal flat, not every such curve was filed as active; inconclusive = small, poorly fitted or top-dose-only effect, or effect the other way, or a change in a side signal; the % refers to the signal ratio
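Drosophila S3 cells loaded with oleic acid (400 uM, as added) and compounds at several concentrations; lipid droplets imaged by 488-nm laser-scanning cytometry, 500–530 nm intensity and object ratio to cell channel. Percent activity normalized to 20 uM Triacsin C.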
S3 lipid droplet cell count max = second read-out of S3 lipid droplet, no call of its own (marks repeat the call); cell number change, %; measured here: cell count max response;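 cells counted by Cell Tracker Red CMTPX staining in the red channel; peak over a dose series mostly up to 46.1 µM; percent activity relative to internal control wells on each plate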
* = called active by the depositor; i = inactive; ? = inconclusive; · = no result given. % is set by controls: 0 for no effect and ±100 for the full control effect; potency is the fitted concentration of half-maximal effect. A portion of the library, so the mix of outcomes need not match the whole.

SMILES	S3 lipid droplet	S3 lipid droplet cell count max
O=C1CN(C(=O)COC(=O)C2CCN(S(=O)(=O)c3ccccc3C(F)(F)F)CC2)c2ccccc2N1	?	·
O=C1Nc2ccccc2O/C1=C\c1c(F)cccc1Cl	?	·
CCOC(=O)c1nn(-c2ccc(F)cc2)c2c1CC/C2=C/c1ccccc1	7%	2
Cc1ccc(C)c(NC(=O)Cc2coc3cc4c(cc23)CCC4)c1	5%	9
CC1CCN(c2nc(NCc3ccco3)nc(N)c2[N+](=O)[O-])CC1	18%	19
CC1=NCCN1CCNC(=O)Nc1cc(C)cc(C)c1	1%	·
NC(=O)C1CCN(c2nc3c(S(=O)(=O)c4ccccc4)nnn3c3ccccc23)CC1	i	13
CC1(C(=O)NCc2ccc(Cl)c(Cl)c2)Oc2ccccc2NC1=O (centres undefined)	?	·
Cn1nnnc1SCCNC(=O)C1CCC(=O)N(CCc2cccc(F)c2)C1 (centres undefined)	i	·
COC(=O)COc1cccc(/C=N/NC(=O)CCSc2ccccc2)c1	1%	-2
COC(=O)C1CCCCN1C(=O)c1ccc2oc(C(C)C)nc2c1 (centres undefined)	-8%	-12
O=C(O)CSc1nnc(-c2ccncc2)n1-c1ccc(Cl)cc1	?	·
O=C(CSc1nnc(Cn2c(=O)sc3ccccc32)n1-c1ccccc1)Nc1nccs1	18%	-6
Cc1cccc(-n2c(SCC(N)=O)nnc2-c2ccco2)c1	-5%	2
CCC(=O)N(Cc1ccco1)c1nc(C(=O)Nc2ccc(Cl)cc2)c(C)s1	-18%	-8
CC(C)N1CCN(Cc2cccc(-c3ccco3)c2)CC1CCO (centres undefined)	-2%	6
O=C(Cc1nc2ccccc2[nH]1)c1ccc(Br)cc1	?	·
COc1ccccc1N1C(=S)NC2CS(=O)(=O)CC21 (centres undefined)	15%	-9
Cc1ccc(S(=O)(=O)Nc2nnc(C3CCCCC3)s2)cc1	?	·
CC(C)(C)C(=O)NC1(C(F)(F)F)NC(=O)N(CCc2ccccc2)C1=O (centres undefined)	3%	22
COc1cc(/C=C2/NC(=O)N(CC(=O)Nc3cccc(C)c3)C2=O)ccc1OCC(N)=O	?	·
Cn1c(=O)c2nc(NCc3ccccc3)cnc2n(C)c1=O	10%	-5
O=[N+]([O-])c1ccc(O)c(/C=N/Nc2ccccc2Cl)c1	?	·
O=C(CNS(=O)(=O)c1ccc2c(c1)OCCCO2)N1CCN(Cc2ccccc2)CC1	?	·
CCOc1ccc(/C=C2\SC(=S)N(CCC(=O)Nc3ccc(C(=O)O)cc3)C2=O)cc1	-7%	8

Arranged by number of heavy atoms (highest first): 3 of the compounds above
SMILES	S3 lipid droplet	S3 lipid droplet cell count max
O=C(CSc1nnc(Cn2c(=O)sc3ccccc32)n1-c1ccccc1)Nc1nccs1	18%	-6
CCOC(=O)c1nn(-c2ccc(F)cc2)c2c1CC/C2=C/c1ccccc1	7%	2
O=[N+]([O-])c1ccc(O)c(/C=N/Nc2ccccc2Cl)c1	?	·

Continued.
SMILES	S3 lipid droplet	S3 lipid droplet cell count max
O=C(Nc1ccc2c(c1)CCC2)c1cc(F)cc(F)c1	?	·
COc1cccc(CNC2CCCCCCC2)c1OC	?	·
O=C(CN1CCOCC1)N/N=C/c1ccc(-c2ccc(Br)cc2)o1	3%	5
O=C(OCC(=O)N1CCOCC1)c1ccc2c(c1)OCCO2	-6%	-2
CC(=O)C1=C(c2ccccc2)OC(N)=C(C#N)C1c1ccccc1F (centres undefined)	-11%	1
O=C(Cn1ncc2c(=O)oc3ccccc3c21)NCCN1CCN(c2ccccc2F)CC1	12%	-9
CCC(C)NC(=O)CN1C(=O)C(CC)Sc2ccccc21 (centres undefined)	-3%	-10
C=CCNC(=O)CN(c1ccc(F)c(Cl)c1)S(C)(=O)=O	?	·
O=C(NCc1cccnc1)C(=O)Nc1cc2c3c(c1)CC(=O)N3CCC2	9%	11
Cc1cc(NC(=O)C(C)SCC(=O)Nc2ccccc2C(C)(C)C)no1 (centres undefined)	?	·
CCc1ccc(-c2cc(C)no2)cc1S(=O)(=O)Nc1cc(C)ccn1	i	1
COC(=O)CNc1nc(Cl)nc(Nc2ccc(Cl)cc2)n1	?	·
Cc1cc(C(F)(F)F)nn1Cc1n[nH]c(=S)n1-c1cccc(Cl)c1	13%	13
CCC1CCCCN1CCCNC(=O)c1ccc2c(c1)NC(=O)CS2 (centres undefined)	i	21
CCN(CC)CCCNC(=O)CSc1nc2c(c(C(F)(F)F)n1)CCc1ccccc1-2	0%	9
COC(=O)c1ccc(CSc2ccc3nnc(-c4ccc(OC)cc4)n3n2)o1	1%	10
COCCn1nnnc1C(c1cc2ccc(OC)cc2[nH]c1=O)N1CCN(C2CCCCC2)CC1 (centres undefined)	5%	-23
COc1ccc([N+](=O)[O-])cc1NCc1ccco1	12%	2
COc1cc(/C=N/NC(=O)c2ccc3c(c2)OCO3)ccc1O	i	·
Cc1cccc(C(=O)OC(C)C(=O)NCC2CCCCC2)c1O (centres undefined)	?	·
O=C(NNC(=S)NC(=O)c1ccccc1[N+](=O)[O-])c1ccc(Cl)cc1Cl	?	·
O=C(NNc1c(Cl)cc(Cl)cc1Cl)c1cccc([N+](=O)[O-])c1	?	·
OC(CN1CCN(Cc2ccc3c(c2)OCO3)CC1)c1c[nH]c2ccccc12 (centres undefined)	5%	-9
O=C(NCc1ccco1)c1ccccc1F	?	·
Cc1ccc(S(=O)(=O)N(CC(=O)N=Nc2c(O)[nH]c3ccccc23)c2ccc(C)c(C)c2)cc1	?	·

Entries listed so far with a tert-butyl group (2):
SMILES	S3 lipid droplet	S3 lipid droplet cell count max
CC(C)(C)C(=O)NC1(C(F)(F)F)NC(=O)N(CCc2ccccc2)C1=O (centres undefined)	3%	22
Cc1cc(NC(=O)C(C)SCC(=O)Nc2ccccc2C(C)(C)C)no1 (centres undefined)	?	·

Additional structures.
SMILES	S3 lipid droplet	S3 lipid droplet cell count max
COc1ccc(N2CCN(C(=O)c3cccn4c(=O)c5ccccc5nc34)CC2)cc1	4%	17
CC(C)NC(=O)C1CCN(C2CCN(Cc3nc(C(C)C)cs3)CC2)CC1	-2%	5
COCCNC(=O)c1ccc(CSc2nc3ccccc3s2)cc1	?	·
C=CCn1c(SCC(=O)C23CC4CC(CC(C4)C2)C3)nc(O)cc1=O	i	·
C=CCN(c1cccc(C(F)(F)F)c1)S(=O)(=O)c1cccc(C(=O)OCC(=O)NCCC)c1	-8%	5
COc1ccc(OC)c(C(C(=O)NC2CCCCC2)N(C(=O)c2snc(C(N)=O)c2N)c2ccccc2OC)c1 (centres undefined)	?	·
Cn1c(N)c(C(=O)Nc2ccccc2F)sc1=S	-2%	9
CNC(=O)Nc1cc(C(F)(F)F)cc(C(F)(F)F)c1	?	·
O=C(O)c1cc(O)c2c(c1)C(=O)c1cc(O)cc(O)c1C2=O	4%	6
COc1cc(=O)[nH]c(SCC(=O)Nc2ccc3ccccc3c2)n1	?	·
O=C(NNCc1ccc(O)cc1)c1ccccc1Cl	?	·
O=C(Cn1ncc2c([nH]c3ccccc32)c1=O)NCCCN1CCN(c2ccccc2)CC1	?	·
Cc1ccc(O)c(NC(=O)c2noc3c2CCCCC3)c1	?	·
COc1ccc(NC(=O)CN2CCC(NC(=O)C3CCCCC3)CC2)c([N+](=O)[O-])c1	11%	-1
CN1/C(=C/C(=O)C2CC2)C(C)(C)c2ccccc21	?	·
Cc1ccc2c(c1)NC(=O)C(CC(=O)NCCCN1CCN(c3cc(C)ccc3C)CC1)O2 (centres undefined)	?	·
O=c1oc(Cc2ccccc2)nc2ccccc12	?	·
CC1CCN(C(=O)CSc2nnc(CNC(=O)COc3ccc(Cl)cc3)o2)CC1	?	·
CCN1CCN(Cc2nc3c(c(=O)n(C)c(=O)n3C)n2Cc2ccccc2Cl)CC1	?	·
OCCCc1nc2n(n1)C(c1ccccc1Cl)C=C(c1cccs1)N2 (centres undefined)	?	·
COc1ccc(-c2cc3c(=O)n(CC(=O)NCc4ccc(F)cc4)ncn3n2)cc1	?	·
CCOC(=O)c1cc2nc(Nc3ccc(OC)cc3)sc2s1	11%	-20
N#C/C(=C\c1ccccc1)C(=O)Nc1cccnc1	0%	15
CC(C)N(Cc1nccn1C)C(=O)c1ccc(OC2CCN(C(=O)C3CC3)CC2)cc1	?	·
NC(=O)CN(c1ccc([N+](=O)[O-])cc1)S(=O)(=O)c1ccccc1	-9%	-2

2 successive records from above:
SMILES	S3 lipid droplet	S3 lipid droplet cell count max
O=[N+]([O-])c1ccc(O)c(/C=N/Nc2ccccc2Cl)c1	?	·
O=C(CNS(=O)(=O)c1ccc2c(c1)OCCCO2)N1CCN(Cc2ccccc2)CC1	?	·

Next section.
SMILES	S3 lipid droplet	S3 lipid droplet cell count max
O=C(c1ccc(Cl)c(S(=O)(=O)N2CCCCC2)c1)N1CCN(Cc2ccccc2)CC1	?	·
COC(=O)c1c(-c2c(Cl)cccc2Cl)noc1NC(=O)NN1CCOCC1	?	·
Cn1cnnc1SCC(=O)Nc1ccccc1C(=O)NC1CC1	?	·
Cc1ccc(S(=O)(=O)NCc2nc3nc(C)cc(C)n3n2)c(C)c1	?	·
O=C(COC(=O)/C=C/c1ccc(Cl)cc1)NCCC1=CCCCC1	6%	-12
O=C(CN1CCN(C(=O)c2ccc(-c3nc4ccccc4s3)o2)CC1)Nc1ccc(F)cc1	-13%	-7
COc1cccc(C(=O)Oc2cccc(N3C(=O)C4C5CC(C(Br)C5Br)C4C3=O)c2)c1 (centres undefined)	-6%	-1
Cc1cc(NCCCN2CCOCC2)n2ncc(-c3ccc(Cl)cc3)c2n1	?	·
O=C(CN(C1CCCCC1)S(=O)(=O)c1ccc(Br)cc1)NCc1ccncc1	?	·
CCn1c(SCC(=O)Nc2ccc(F)cc2)nnc1C1CC1	?	·
COc1cc(-c2ccc(NC(=O)CN3CCC(C)CC3)c(OC)c2)ccc1NC(=O)CN1CCC(C)CC1	1%	-9
CS(=O)(=O)N1CCCC(C(=O)Nc2ccccc2C(F)(F)F)C1 (centres undefined)	i	11
COC(=O)CNC(=O)c1cn(CC(C)C)c(=O)c2cc(OC)c(OC)cc12	?	·
COc1ccc(/C=C/C(=O)NC(=S)NNC(=O)c2cccs2)cc1OC	?	·
Cc1c(C(=O)NCCCN2CCCC2=O)oc2ccccc12	?	·
CCn1c(=O)n(CC)c2cc([N+](=O)[O-])ccc21	4%	-18
CCc1ccc(N(CC(=O)Nc2sc3c(c2C(=O)OC)CCCC3)S(C)(=O)=O)cc1	16%	12
CCOC(=O)[C@H]1[C@H]2COc3ccc(Cl)cc3[C@@H]2N2C(=O)CNC(=O)[C@@]12C	?	·
COc1ccccc1NC(=O)N1CCN(C)CC1	?	·
O=C(Nc1cc(S(=O)(=O)N2CCCC2)ccc1OCC(F)(F)F)c1ccc(F)cc1	?	·
CCCCN(C(=O)c1ccc(-c2ccc(Cl)cc2)o1)c1c(N)n(CCCC)c(=O)[nH]c1=O	?	·
NC(=O)c1cccnc1Nc1cccc(F)c1	?	·
CCOC(=O)C1CCN(C(=O)CCNC(=O)Cn2ccc3ccccc3c2=O)CC1	5%	1
COc1ccc(-c2nc(CSCC(=O)N3CCN(C(=O)c4ccco4)CC3)c(C)o2)cc1OC	-4%	-13
c1ccc2[nH]c(CN3CCCCC3)nc2c1	?	·
New compounds follow.
SMILES	S3 lipid droplet	S3 lipid droplet cell count max
Cc1ccc(NC(=O)C(Nc2ccccc2)c2ccccc2)cc1 (centres undefined)	?	·
C/C(=N/NC(=O)c1ccco1)c1ccc(Br)s1	i	-19
CN(C)c1ncc(S(=O)(=O)c2ccc(Cl)cc2)c(-c2ccc(Cl)cc2Cl)n1	-6%	4
COc1ccc(CSc2nncn2N)cc1Br	20%	-1
S=c1[nH]nc(COc2ccc(Cl)cc2)n1Cc1ccco1	?	·
CCc1ccc(OCC2c3cc(OC)c(OC)cc3CCN2C(=S)NCCOC)cc1 (centres undefined)	?	·
CCCc1cc(=O)n2nc(N3CCC(C(=O)NCc4ccco4)CC3)sc2n1	-20%	·
Nc1cc2c(cc1O)CCCC2	-9%	11
CC1(c2ccccc2)NC(=O)N(CC(=O)N2CCN(S(=O)(=O)c3cccc([N+](=O)[O-])c3)CC2)C1=O (centres undefined)	1%	11
COc1ccccc1N1CCN(S(C)(=O)=O)CC1	i	18
COc1ccccc1/C=C/C(=O)N1CCCC1	?	·
Cc1[nH]n(-c2ccccc2)c(=O)c1C=Nc1cccc(F)c1	8%	7
CC(=O)Nc1ccc(S(=O)(=O)Oc2ccc(/C=C3\SC(N)=NC3=O)cc2)cc1	?	·
CCN(CC)c1ccc(/C=C/C(=O)c2cccnc2)cc1	?	·
O=C(COC(=O)/C=C/c1cccc(Cl)c1)NCCc1ccccc1	?	·
O=C(CSc1nnc(NC(=O)C2CC(=O)N(c3ccccc3)C2)s1)NC1CCCC1 (centres undefined)	?	·
CCCOc1ccc(OC(=O)Cc2ccc(OC)c(S(=O)(=O)N3CCOCC3)c2)cc1	?	·
COc1ccc2cc(CCNC(=O)c3cccs3)c(=O)[nH]c2c1	?	·
Cc1cc(C)c(Cc2c(C)nc3c(C(=O)NCc4ccco4)cnn3c2C)c(C)c1	6.5µM*	·
CC(=O)Nc1ccc(N2CCOCC2)c([N+](=O)[O-])c1	?	·
CN1CCC(N(C)C(=O)/C=C/c2cn(-c3ccccc3)nc2-c2cccs2)CC1	?	·
CCOc1ccc(CN2CCN(CC3=Cc4cccc(OC)c4OC3)CC2CCO)cc1 (centres undefined)	5%	-9
CCOC(=O)N1CCN(CC(=O)N2c3ccccc3CC2C)CC1 (centres undefined)	?	·
CC(=O)NC12CC3CC(C1)CC(C(=O)N1CCN(S(=O)(=O)c4cccc(F)c4)CC1)(C3)C2	?	·
Cc1cccc2c1-c1sc(C(=O)NCCCN3CCC(C)CC3)cc1CO2	i	·
O=C(C1CCC1)N1CCc2cc(S(=O)(=O)NCc3cccnc3)ccc21	4%	-22
